SKBR3 24h inh: SK-BR-3 proliferation inhibitors; viability, % at 10 µM; SK-BR-3 viability, CellTiter-Glo ATP luminescence, 24 h; stronger effect = lower value; actives 0.47% (n = 41,000);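 active = viability at or below the median of all test compounds minus 3 SD, in both replicates if run twice, cut at about 45% in these data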;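 note: 100% = median untreated cell wells and 0% = median positive control drug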
An asterisk follows results filed as active.

SMILES	SKBR3 24h inh
COc1ccc(S(=O)(=O)Nc2cc(OC)c(NC(=O)c3ccco3)cc2OC)cc1	87
O=C(CN1C(=O)c2ccccc2S1(=O)=O)N1CCN(c2ccccc2F)CC1	98
COC(=O)C1CCN(C(=O)NC2CCCCC2)CC1	107
O=C(Nc1ccc2c(c1)OCCO2)c1c(F)cccc1F	107
CCn1c(SCC(=O)N2CCN(c3ccc(F)cc3)CC2)nnc1-c1ccncc1	85
COc1ccc2cc([C@H](C)C(=O)O)ccc2c1	86
O=C(COc1cc(Cl)ccc1Cl)Nc1nnc(CC(=O)N2CCOCC2)s1	91
COC(=O)CSc1nc2c(c(=O)n(C)c(=O)n2C)n1CCCc1ccccc1	74
CC(=O)n1nc(-c2cccnc2)nc1N	101
COc1ccc(Nc2nc(N)nc(CSc3n[nH]c(-c4ccccc4)n3)n2)cc1	73
O=C(Nc1ccc(NC(=O)c2ccco2)nc1)c1ccccn1	87
CCCCOC(=O)C1=C(C)Nc2ncnn2C1c1cccc(OC)c1OC (centres undefined)	88
NC(=O)CC(O)c1cccc(Cl)c1 (centres undefined)	97
Cc1nc2nc[nH]n2c(=O)c1NC(=O)c1c(-c2ccccc2Cl)noc1C	93
COc1ccc(S(=O)(=O)N2CCCN(CC(=O)Nc3cc(NC(C)=O)ccc3OC)CC2)cc1	83
Cc1csc(SCC(=O)N2CCCC2)n1	102
N#CCCSCc1ccc(C(=O)O)o1	87
O=C1C2CCCN2C(c2ccccc2)N1c1ccc(Cl)cc1 (centres undefined)	89
COCCn1c(SCc2ccccc2Cl)nc2c1c(=O)[nH]c(=O)n2C	90
CCCNS(=O)(=O)c1ccc(OCC(=O)N2CCC(C(=O)OCC)CC2)cc1	93
COc1ccc(NC(=O)N2CCN(c3cccc(C(F)(F)F)c3)CC2)cc1	110
CCCCOc1ccc(C2CC(=O)N(C)C2=O)cc1 (centres undefined)	106
CCOC(=O)CSc1nnc(CNC(=O)c2cccs2)n1-c1ccccc1	95
COc1ccc(-c2nn3c(-c4ccncc4)nnc3s2)cc1OC	89
Cc1cc(C)c2oc(=O)cc(CN3CCN(Cc4ccc5c(c4)OCO5)CC3)c2c1	65

Next records follow:
SMILES	SKBR3 24h inh
CC(C)C(C(=O)N1CCOCC1)N1C(=O)c2ccccc2C1=O (centres undefined)	118
CN1/C(=C\C(=O)Nc2cccnc2)c2ccccc2CC1(C)C	72
Cn1nnnc1SCC(=O)N1c2ccccc2CCc2ccccc21	102
CCCn1c(SCC(=O)c2cc(OC)ccc2OC)nnc1-c1ccco1	77
COc1ccc(Cl)c(N2CCN(CCCNC(=O)Nc3ccc(C)cc3)CC2)c1	76
COc1cc2cc(C(c3nnnn3C3CCCC3)N(C)C3CCCCC3)c(=O)[nH]c2cc1OC (centres undefined)	96
CCN1C2=C(C(=O)CCC2)C(c2ccc(O)cc2)C2=C1CCCC2=O	86
N#Cc1cccc(NC(=O)CSc2ccccc2)c1	90
CCCCCNc1c(C(=O)OCC)c(=O)[nH]c2ccccc12	77
O=C1CC(N2CCC(c3nc4ccccc4o3)CC2)C(=O)N1Cc1cccs1 (centres undefined)	99
O=C(c1nc2n(n1)C(c1ccc(Cl)cc1)C=C(c1ccccc1)N2)N1CCOCC1 (centres undefined)	91
CCCCC(c1nnnn1CS(=O)(=O)c1ccc(C)cc1)N1CCN(c2ccccc2)CC1 (centres undefined)	130
CCN1CCN(C(=O)Nc2cccc(C(F)(F)F)c2)CC1	93
CCC1CCCCN1CCCNC(=O)Cn1nc(-c2ccc(C)cc2)ccc1=O (centres undefined)	81
CCOC(=O)C1CCCN(c2nc3ccccc3nc2C(C#N)C(=O)NCc2ccccc2)C1 (centres undefined)	90
CCNC(=O)c1sc(-c2ccccc2)nc1C	131
COc1cc(-c2nnc(-c3cccs3)o2)cc(OC)c1OC	133
COc1ccccc1N(CC(=O)Nc1ccc2c(c1)OCCO2)S(C)(=O)=O	96
CCOc1ccc(S(=O)(=O)Nc2ccccc2C(=O)NCC2CCCO2)cc1 (centres undefined)	106
O=C(CN1CCN(c2ccc(F)cc2)CC1)N1CCC(Cc2ccccc2)CC1	64
COCCNC(=O)c1ccccc1NC(=O)COc1ccccc1	91
COc1ccc2oc(C)c(NC(C)=O)c2c1	83
O=C(CN1CCC(n2nnc3cc(F)ccc32)CC1)NC1CCCCC1	75
COC(=O)CCN(C(=O)c1ccc2c(c1)OCO2)c1ccccn1	100
Cc1onc(-c2ccccc2Cl)c1C(=O)Nc1ccc(OCC(=O)N2CCOCC2)cc1	89

More results follow.
SMILES	SKBR3 24h inh
CCn1cnc2cc(NCc3nc4ccccc4n3C)ccc21	88
O=C(Nc1ccc2oc(=O)ccc2c1)c1cccnc1	97
C=C(C)CSc1nncn1/N=C/c1ccc(OC)cc1	100
CCCC(=O)NCCc1nc2ccccc2n1C	103
Cc1cc(C)nc(SCC(=O)Nc2ccc(N3CCOCC3)cc2)n1	81
CC1(C)CN(O)CCN1O	81
CCOC(=O)c1ccc(NC(=O)CC2C(=O)N(c3cccc(OC)c3)C(=O)N2CCOC)cc1 (centres undefined)	85
CCOC(=O)c1c(/N=C/N(C)C)sc(C(=O)OC)c1C	96
COCc1cc(=O)n2[nH]c(SC)nc2n1	95
COc1cc(C)c(Cl)cc1S(=O)(=O)NCc1ccncc1	91
O=c1c2cc(Cl)ccc2oc2nc3n(c(=O)c12)CCCS3	94
CCCc1nc(N2CCOCC2)c(C#N)c2c1CCCC2	97
Fc1ccc(CNc2ccc(CNc3ncn[nH]3)cc2)cc1	87
CCOC(=O)c1ccccc1NC(=O)N1CCn2c(C)ccc2C1CC (centres undefined)	82
COC(=O)c1cn(NC(=O)CC2CCCCC2)c(=O)c2ccccc12	80
N#C/C(C(=O)NCc1ccco1)=C1/SC(Cc2ccc(Cl)cc2)C(=O)N1c1ccccc1 (centres undefined)	90
Cc1cc(C)n2nc(NCc3cccc(Br)c3)nc2n1	92
COc1cc(-c2c(C#N)c(N)nc(SCc3ccncc3)c2C#N)cc(OC)c1OC	73
O=C1CN(C(=O)c2ccc(Br)o2)C(c2ccc(F)cc2)c2cc(F)ccc2N1 (centres undefined)	65
O=C(Nc1ccc(Oc2ccc(Cl)cc2)cc1)c1ncn[nH]1	97
COc1ccc(OC)c(NC(=O)c2ccc(NS(=O)(=O)c3c(C)noc3C)cc2)c1	72
O=C(c1ccncc1)N1CCN(C(=O)c2cccs2)CC1	73
CCCn1c(=N)n(CC(=O)c2ccco2)c2ccccc21	96
O=C(C1CCCO1)N1CCN(c2ncccn2)CC1 (centres undefined)	107
O=C(Nc1ccccc1-c1nc2ccccc2o1)c1ccc2c(c1)OCCO2	63

8 of these compounds in another layout.
| SMILES | SKBR3 24h inh |
| --- | --- |
| CCCC(=O)NCCc1nc2ccccc2n1C | 103 |
| N#C/C(C(=O)NCc1ccco1)=C1/SC(Cc2ccc(Cl)cc2)C(=O)N1c1ccccc1 (centres undefined) | 90 |
| COc1ccc(OC)c(NC(=O)c2ccc(NS(=O)(=O)c3c(C)noc3C)cc2)c1 | 72 |
| O=c1c2cc(Cl)ccc2oc2nc3n(c(=O)c12)CCCS3 | 94 |
| O=C(Nc1ccc(Oc2ccc(Cl)cc2)cc1)c1ncn[nH]1 | 97 |
| Cc1cc(C)nc(SCC(=O)Nc2ccc(N3CCOCC3)cc2)n1 | 81 |
| O=C1CN(C(=O)c2ccc(Br)o2)C(c2ccc(F)cc2)c2cc(F)ccc2N1 (centres undefined) | 65 |
| O=C(Nc1ccccc1-c1nc2ccccc2o1)c1ccc2c(c1)OCCO2 | 63 |

(more compounds)
SMILES	SKBR3 24h inh
Nc1ccc2c(c1)N1CCN=C1S2	101
Cc1nc2n(n1)CC(O)CS2 (centres undefined)	86
CCCn1c(=O)c2[nH]c(C3CCCC3)nc2n(CCC)c1=O	90
CN/C=C1\C(=O)C(C)(C)Oc2ccc3ccc(=O)oc3c21	111
CC(=O)C1=C(O)C(=O)N(Cc2ccco2)C1c1ccccc1 (centres undefined)	114
N#Cc1ccc(-c2nnnn2-c2ccc3c(c2)OCO3)cc1	95
Cc1ccc2c(C)nc(NC3=NCN(CCc4ccccc4)CN3)nc2c1	113
COC(=O)C1CCCN1S(=O)(=O)c1ccc2ccccc2c1 (centres undefined)	90
COC(=O)COc1ccc(S(=O)(=O)NCc2ccco2)cc1Cl	93
O=C(CSc1nccc(=O)[nH]1)N1c2ccccc2CCc2ccccc21	112
CCOC(=O)CSc1nc(N(C)C)nc(N(C)C#N)n1	87
O=C1C(Cl)=C(NCC2CCCO2)C(=O)N1c1ccccc1 (centres undefined)	89
CCSc1nnc(N(CCC#N)CCC#N)s1	77
O=C1CCCCCC1C1(O)C(=O)Nc2ccc(Br)cc21 (centres undefined)	89
COc1ccc(C2C(C(C)=O)=C(O)C(=O)N2CCN(C)C)cc1OC (centres undefined)	90
CC(C)OC(=O)C(C)(C)Oc1ccc(C(=O)c2ccc(Cl)cc2)cc1	97
C/C(Cl)=C/CN1C(=O)C2C3C=CC(C3)C2C1=O (centres undefined)	80
Cc1cc(C)nc(SCc2ccc(C(=O)O)o2)n1	89
COc1ccc(C(c2nnnn2CC2CCCO2)N2CCN(c3cccc(C)c3C)CC2)cc1 (centres undefined)	89
Cc1ccc2cc(CN(Cc3ccc4c(c3)OCO4)Cc3nnnn3Cc3ccco3)c(=O)[nH]c2c1C	87
O=C(NCC(=O)N(Cc1ccc(F)cc1)C(C(=O)NC1CCCC1)c1ccco1)c1ccco1 (centres undefined)	99
Cc1cccc(C)c1NC(=O)CSc1nnc(-c2ccoc2C)n1CCc1ccccc1	90
COc1ccccc1OCC(=O)Nc1oc(-c2ccccc2)c(-c2ccccc2)c1C#N	87
Cc1ccn(CCSCC(=O)O)n1	84
CCOC(=O)C1CCN(C(=O)COc2cc(C)c(Br)c(C)c2)CC1	109

An excerpt of these results, with each value named.
compound: O=C(NCC(=O)N(Cc1ccc(F)cc1)C(C(=O)NC1CCCC1)c1ccco1)c1ccco1 (centres undefined)
  SKBR3 24h inh: 99

compound: CCCn1c(=O)c2[nH]c(C3CCCC3)nc2n(CCC)c1=O
  SKBR3 24h inh: 90

compound: CC(C)OC(=O)C(C)(C)Oc1ccc(C(=O)c2ccc(Cl)cc2)cc1
  SKBR3 24h inh: 97

compound: O=C1C(Cl)=C(NCC2CCCO2)C(=O)N1c1ccccc1 (centres undefined)
  SKBR3 24h inh: 89

Structures from the list above that contain bromine, in the order listed:
SMILES	SKBR3 24h inh
Cc1cc(C)n2nc(NCc3cccc(Br)c3)nc2n1	92
O=C1CN(C(=O)c2ccc(Br)o2)C(c2ccc(F)cc2)c2cc(F)ccc2N1 (centres undefined)	65
O=C1CCCCCC1C1(O)C(=O)Nc2ccc(Br)cc21 (centres undefined)	89
CCOC(=O)C1CCN(C(=O)COc2cc(C)c(Br)c(C)c2)CC1	109

The results go on:
SMILES	SKBR3 24h inh
CCOc1cc(-c2nc(-c3ccccc3OC)no2)cc(OCC)c1OCC	72
CCN(CC)CCNC(=O)c1nn(-c2ccc(C)cc2)c(=O)c2c1c1ccccc1n2C	91
CN(C)CCCN1c2ccccc2CCc2ccc(Cl)cc21	93
COCCn1c(SCC#N)nnc1-c1ccccc1	83
O=C(O)c1ccc(NS(=O)(=O)c2ccc(Cl)c(Cl)c2)cc1O	84
CC1=CC(C)(C)N2C(=O)C3(C(C#N)=C(N)Oc4cc(O)ccc43)c3cccc1c32 (centres undefined)	114
O=C(Nc1cccc(C(=O)N2CCCC2)c1)c1ccccc1	91
c1ccc(-c2nc(N3CCOCC3)c3ccccc3n2)nc1	68
C=CCN1C(=O)CN=C1Nc1ccc(OC)cc1OC	84
C=CCNCc1cccn1-c1sc2c(c1C#N)CCCC2	80
Cc1cc(N2C(=O)C(=O)/C(=C(/O)c3ccccc3)C2c2cccs2)no1 (centres undefined)	108
Cc1ccc(S(=O)(=O)NCCNC(=O)N2CCOCC2)cc1	109
CC(=O)Nc1ccc2nc(SCC(=O)O)sc2c1	120
Cc1ccc(N2CN=c3s/c(=C\c4ccccn4)c(=O)n3C2)cc1	114
C=CCn1c(SCC(=O)NC2CCCCC2)nnc1C(C)NC(=O)c1cccs1 (centres undefined)	91
Oc1ccc(N2CCN(C(c3cccs3)c3nnnn3CCc3ccccc3)CC2)cc1 (centres undefined)	101
COc1ccc(N2C(=O)CC(N3CCN(C4CCc5ccccc5C4)CC3)C2=O)cc1 (centres undefined)	92
O=C(CCSc1ccccc1)Nc1ncccn1	79
COC(=O)c1ccccc1NC(=O)C1CC(c2ccccc2O)=NO1 (centres undefined)	98
Cc1cc(C)cc(NC(=O)C2CCN(c3nc(C)cc(C)n3)CC2)c1	108
Cc1ccc2nc(-c3cccc(NC(=O)c4ccc5c(c4)OCCO5)c3)oc2c1	90
Cc1cccc(-c2ccc(C=Nc3c(C)n(C)n(-c4ccccc4)c3=O)o2)c1	91
COC(=O)c1c(NC(=O)CCCC(=O)O)sc(C)c1C	130
Cc1ccc(C2NC(=O)NC(O)(C(F)(F)F)C2C(=O)c2ccccc2)o1 (centres undefined)	116
CCCCN1CC(O)=C(c2nc3ccccc3s2)C1=N	89

(list continues)
SMILES	SKBR3 24h inh
CC(=O)c1ccc(N2C(=O)C3C(C2=O)C(C(=O)c2ccc(Cl)cc2)N2CCCC32)cc1 (centres undefined)	93
CN(C)S(=O)(=O)c1ccc(N2CCN(S(=O)(=O)c3ccc(F)cc3)CC2)c(Cl)c1	49
COc1ccc2nc(SCC(=O)Nc3ccccc3C#N)[nH]c2c1	105
CC(C)CCOc1ccc(C2(C)NC(=O)N(CN3CCOCC3)C2=O)cc1 (centres undefined)	99
Cc1cc(S(=O)(=O)NC2CCCCC2)ccc1OCC(=O)NCc1ccccn1	86
O=C(O)CSC1CC(=O)N(c2ccc(Cl)c(Cl)c2)C1=O (centres undefined)	88
CC1OC(Nc2ccc(OC(F)(F)F)cc2)C(O)C(O)C1O (centres undefined)	102
Cn1c(SCC(=O)Nc2nc3c(s2)CCCC3)nnc1-c1ccccc1	88
CCCn1c(N2CCN(CC(=O)Nc3ccc4c(c3)OCCO4)CC2)nc2ccccc21	93
Cc1ccc(C(=O)NCC2CCCO2)cc1N1CCCC1=O (centres undefined)	88
O=C(/C=N/O)NCC1CCNCC1	91
Cc1sc2nc3ccc(N4CCCCC4)nn3c(=O)c2c1C	107
CC(C)n1c(N2CCN(C(=O)c3cccs3)CC2)nc2ccccc21	64
FC(F)(F)c1ccc(N2CCN(c3ncnc4c3nnn4Cc3ccccc3)CC2)nc1	70

Screens from PubChem BioAssay.

A portion of the library, so the mix of outcomes need not match the whole.
